# Screening data (PubChem BioAssay)
# RORg inh = inhibitors of mouse ROR gamma transcriptional activity; P51450; Drosophila S2 Gal4-RORgamma UAS-luciferase reporter, 20 h; Potency, µM (titrated, usually from 53.6 µM), for the others: at the highest dose activity change, negative = inhibition, most hits filed as inhibitors; hit rate 5.4% among 310,000; AID 2551; further: potency means the concentration at half of the fitted maximal effect; on the % scale 0 is the no-effect control and ±100 the full control effect; nearly all actives have a fitted effect of over 60% in size
# Target sequence (P51450 whole entry, looked up, the tested form may be a part): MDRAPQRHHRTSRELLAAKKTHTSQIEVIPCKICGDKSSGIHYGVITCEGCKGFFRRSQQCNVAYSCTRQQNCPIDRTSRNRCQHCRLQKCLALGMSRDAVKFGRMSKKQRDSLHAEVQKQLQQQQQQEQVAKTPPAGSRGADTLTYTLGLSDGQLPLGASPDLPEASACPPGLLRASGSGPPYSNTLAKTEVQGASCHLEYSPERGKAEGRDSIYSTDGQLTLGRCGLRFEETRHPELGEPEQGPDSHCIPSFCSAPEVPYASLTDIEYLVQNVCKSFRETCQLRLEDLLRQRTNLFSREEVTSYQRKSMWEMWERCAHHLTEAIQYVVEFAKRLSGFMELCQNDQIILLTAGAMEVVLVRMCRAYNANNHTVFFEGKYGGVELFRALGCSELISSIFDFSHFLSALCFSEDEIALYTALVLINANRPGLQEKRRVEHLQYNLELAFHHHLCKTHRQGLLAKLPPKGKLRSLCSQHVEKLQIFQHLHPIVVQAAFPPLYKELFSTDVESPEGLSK
#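 Stable Schneider cell line, Gal4 DNA-binding domain fused to ROR gamma, UAS-luciferase. Cmpd 1 hr RT → CuSO4 700 uM final → 20 hr RT → luciferase reagent 10 min → luminescence.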
# NPC1 prom act = activators of NPC1 promoter | Huh7 NPC1 promoter luciferase reporter, 24 h | Potency, µM (highest dose often 9.22 µM), without a hit: top-dose activation, hits mostly activators | hit rate 2.4% among 320,000 | AID 485313;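 further: potency means the concentration at half of the fitted maximal effect; % of control where 0% means no effect; nearly all actives have a fitted effect of over 60% in size; reporter is driven by a mutant NPC1 promoter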
#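 Huh7 cells stably carrying NPC1 promoter–luciferase, plated in Opti-MEM with 10% FBS for 2 h, were exposed to compound in DMSO for 24 h at 37 °C; luciferase reagent was added for 10 min and luminescence read.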
# p53 reactivation = re-activators of mutant p53; H1299 p53-A138V BP100-luciferase reporter, luminescence, 24 h; Potency, µM (top dose mostly 92.2 µM), without a hit: top-dose activity change, positive = activation, hits mostly activators; hit rate 0.063% among 320,000; AID 504706; further: potency means the concentration at half of the fitted maximal effect; % of control where 0% means no effect; nearly all actives have a fitted effect of over 45% in size
#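 p53-null H1299 cells stably carrying temperature-sensitive p53-A138V and a BP100-luciferase reporter were pinned with compounds (4-point, 1:5 series) and held 24 hrs at 37 deg C. Luminescence was read 10 min after detection reagent.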
# Menin MLL FP TR = menin-MLL binding inhibition, Texas Red mutant peptide | hit rate 0.23% among 270,000 | Potency, µM (top dose mostly 61.6 µM), without a hit: at the top dose FP activity change, negative = inhibition, most hits filed as inhibitors | Menin + Texas Red MLL mutant peptide, fluorescence polarization | AID 1768 | O00255; active means well fitted inhibition curve with a large enough effect in the polarisation, with a control signal flat, not every such curve was filed as active; inconclusive means small, poorly fitted or top-dose-only effect, or effect the other way, or a change in a side signal; inactive means no such curve, though single readings can be large or run the other way; the % refers to the polarisation; further: potency means the concentration at half of the fitted maximal effect; % of control where 0% means no effect; many of its hits are not listed in these tables
# ELG1 genotox = genotoxicity induction in ELG1-luciferase HEK293T cells; hit rate 1.3% among 330,000; HEK293T ELG1-luciferase reporter, luminescence, 16 h; Potency, µM (doses to about 46 µM), for inactives: at the top dose activity change, positive = activation, hits mostly activators; AID 504466; further: potency means the concentration at half of the fitted maximal effect; % of control where 0% means no effect; nearly all actives have a fitted effect of over 60% in size
#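 Reporter readout depends on ELG1 protein level, which increases with genetic stress. After 16 hr compound exposure at 37 °C, luciferase activity was quantified using ONE-Glo.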
# Rab9 prom act = activates the Rab9 promoter; Huh7 Rab9 promoter-luciferase reporter, luminescence, 24 h; Potency, µM (doses to about 9.22 µM), without a hit: top-dose activation, negative = inhibition, actives largely listed as activators; AID 485297; hit rate 2.8% among 320,000; further: potency means the concentration at half of the fitted maximal effect; % of control where 0% means no effect; nearly all actives have a fitted effect of over 60% in size
#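 Luciferase signal after 10 min detection reagent at ambient indicates Rab9 promoter upregulation; stably transfected Huh7 cells were treated 24 h with compound in DMSO at 37 °C, 5% CO2.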
# Giardia kill = Giardia lamblia killing; AID 540267; Giardia lamblia trophozoite viability; hit rate 0.15% among 340,000; activity change, % at 7.66 µM, hits read low; in the data active means activity change below about -80%; inconclusive means between about -30% and that limit;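 further: parasites exposed to compound for two days anaerobically before the ATP read; on the % scale 0 is the no-effect control and ±100 the full control effect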
#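 Luminescent ATP signal served as the viability read-out, measured 15-30 min after adding ATP detection reagent to trophozoites that had been incubated with compounds for 48 hrs at 37 deg C anaerobically at 100 cells/well.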
# PKM2 act = PKM2 (human) enzyme activation; P14618; purified PKM2, Kinase-Glo ATP luminescence, activation; response scale: 0% is enzyme alone, no compound; Potency, µM (series often up to 57.5 µM), without a hit: top-dose activation, actives largely listed as activators; hit rate 0.34% among 260,000; AID 1631; further: potency means the concentration at half of the fitted maximal effect; on the % scale 0 is the no-effect control and ±100 the full control effect; nearly all actives have a fitted effect of over 55% in size
# Target sequence (P14618 whole entry, looked up): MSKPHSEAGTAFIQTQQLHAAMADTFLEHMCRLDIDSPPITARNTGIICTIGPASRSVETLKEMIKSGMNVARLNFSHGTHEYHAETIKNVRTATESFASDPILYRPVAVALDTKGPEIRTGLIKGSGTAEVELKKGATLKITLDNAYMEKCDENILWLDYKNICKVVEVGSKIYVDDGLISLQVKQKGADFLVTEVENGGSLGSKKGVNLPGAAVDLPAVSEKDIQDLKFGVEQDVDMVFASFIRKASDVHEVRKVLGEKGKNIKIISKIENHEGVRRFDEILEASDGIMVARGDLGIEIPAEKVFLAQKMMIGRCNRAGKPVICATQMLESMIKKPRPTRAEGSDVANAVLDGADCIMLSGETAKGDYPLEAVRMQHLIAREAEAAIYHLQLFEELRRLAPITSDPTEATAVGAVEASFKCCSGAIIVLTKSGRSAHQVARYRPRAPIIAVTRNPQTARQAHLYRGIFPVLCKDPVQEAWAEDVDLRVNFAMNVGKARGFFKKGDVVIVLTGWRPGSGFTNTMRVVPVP
#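 Purified hPK-M2 (>95% pure) converted ADP (0.1 mM final) to ATP with 0.5 mM PEP in 50 mM imidazole pH7.2, KCl, MgCl2, Tween 20, BSA; 1 h at room temperature. ATP detected by Kinase-Glo luminescence.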
# Gal4-VP16 FLuc = inhibits Gal4-VP16 luciferase reporter, ROR gamma counter-screen; Potency, µM (top dose mostly 53.6 µM), inactives show top-dose activity, negative = inhibition, usual class: inhibitors; Drosophila S2 Gal4-VP16 UAS-luciferase, luminescence, 20 h; hit rate 3.5% among 310,000; AID 2546;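 further: Gal4-VP16 expression switched on by copper sulfate through the metallothionein promoter; potency means the concentration at half of the fitted maximal effect; on the % scale 0 is the no-effect control and ±100 the full control effect; nearly all actives have a fitted effect of over 50% in size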
# BRCA1 expr act = activators of BRCA1 expression; MCF7-BRCA1-FFLuc reporter, luminescence, 48 h; response scale: scaled: vehicle 0%, 10 µM genistein 100%; Potency, µM (top dose mostly 46.1 µM), for the others: top-dose activation, most hits filed as activators; hit rate 1.1% among 380,000; AID 624202; further: potency means the concentration at half of the fitted maximal effect; nearly all actives have a fitted effect of over 80% in size; some results filed as inactive show a strong effect at the top dose
#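 Activators of BRCA1 expression were detected as increased firefly luciferase luminescence in engineered MCF7 cells after 48 h compound incubation. Signals were scaled to genistein 10 microM as full activation.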
# FLuc modulator = firefly luciferase modulation, counter-screen for miR-21 project | purified FLuc, Km substrates, luminescence inhibition | hit rate 6.9% among 360,000 | Potency, µM (top dose mostly 57.5 µM), inactives show at the top dose activity change, negative = inhibition, most hits filed as inhibitors | AID 588342;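 further: potency means the concentration at half of the fitted maximal effect; plate controls were vehicle for no effect and reference inhibitor for full effect; nearly all actives have a fitted effect of over 55% in size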
#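 Purified P. pyralis luciferase, 10 nM final, with Km-level 10 uM D-luciferin and 10 uM ATP in 50 mM Tris acetate pH 7.5, 10 mM Mg acetate, 0.01% Tween-20, 0.05% BSA; 6-point qHTS titration about 60 µM downward; luminescence read.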
# The depositor's hits bear a star; ? = inconclusive; / = not tested or not shown; [ ] = dose if it differs, or a comment. Unless noted, the call rests on the fitted dose curve; in most records, active means well fitted curve in the direction sought with a large enough effect; inconclusive means small, poorly fitted or top-dose-only effect, or another doubt; inactive means no such curve, though single readings can be large; an effect the other way counts as inactive or inconclusive. This is a subset (hit frequency here may not be typical).
SMILES,RORg inh,NPC1 prom act,p53 reactivation,Menin MLL FP TR,ELG1 genotox,Rab9 prom act,Giardia kill,PKM2 act,Gal4-VP16 FLuc,BRCA1 expr act,FLuc modulator
Cc1ccc(C(=O)NCCNS(=O)(=O)c2ccccc2[N+](=O)[O-])cc1,25%,0%,3%,14%,-2%,3%,-1,0%,-5%,-3%,-13%
O=C(Nc1cccc(-c2cn3ccccc3n2)c1)c1cccc(Cl)c1,?,-1%,7%,21%,-5%,18%,3,0%,?,-65%[inhibitor],2.4µM*
CC(=O)Nc1ccc(S(=O)(=O)N2CCCC2)cc1,-1%,-2%,/,12%,0%,-7%,-1,1%,1%,-30%,5%
O=S(=O)(Nc1cccc(-n2cnnn2)c1)c1cc(Br)ccc1Br,?,-1%,-4%,?,-2%,-3%,0,0%,?,-35%,-1%
COc1ccc(NC(=O)CN2CC(C)OC(C)C2)cc1Cl (configuration not stated),9%,-6%,1%,0%,2%,-9%,10,6%,3%,-2%,-2%
CN(C)C(=O)C[n+]1ccc(C(N)=O)cc1,7%,0%,1%,/,-1%,-8%,?,1%,-5%,-1%,3%
Cc1cc(=O)n2[nH]c(N3C(=O)CCC3=O)nc2n1,0%,0%,26%,-1%,-4%,-3%,-10,-2%,-12%,4%,3%
CC(=O)N(c1ccc(C)cc1)C1C=CS(=O)(=O)C1 (configuration not stated),0%,-3%,4%,-5%[11.7 µM],-1%,-5%,2,7%,0%,-9%,12%
O=C(Oc1ccc2c(-c3ccccc3)cc(=O)oc2c1)c1cccs1,2%,4%,1%,-2%,-1%,-4%,7,-1%,29%,-4%,-13%
CCOC(=O)C1CCCN(Cc2c(C(=O)N3CCOCC3)nc3ccccn23)C1 (configuration not stated),-1%,-4%,2%,-17%,-1%,-10%,4,-7%,-6%,11%,0%
c1ccc(COC2CCCN(Cc3nc(-c4cnccn4)no3)C2)nc1 (configuration not stated),1%,0%,-3%,-13%,3%,1%,-5,-1%,-13%,6%,1%
COc1ccc(CN2CCN(c3ccc(F)cc3)CC2)c(OC)c1OC,?,0%,1%,-19%,0%,-9%,-9,-2%,-16%,-23%,4%
CCn1c(=O)n(CC(=O)Nc2cc(OC)c(OC)c(OC)c2)c(=O)c2ccccc21,0%,1%,-5%,-1%,0%,-2%,-7,4%,-23%,-30%,0%
COc1ccc(NC(=O)CCCN2C(=O)C3C4C=CC(C4)C3C2=O)c(OC)c1 (configuration not stated),?,0%,-1%,0%,-4%,-4%,?,0%,-15%,-3%,2%
COC(=O)Nc1ccc(S(=O)(=O)n2cnc3ccccc32)cc1,1%,-3%,0%,-6%,-2%,0%,-1,4%,1%,4%,-1%
O=C(O)c1cccc2c3c([nH]c12)CCCC3,12%,-11%,/,11%,0%,-3%,13,-2%,-1%,4%,-13%
COc1cccc(N2C(=NC(=O)C3CCCCC3)SC3CS(=O)(=O)CC32)c1 (configuration not stated),-4%,-5%,4%,3%,6%,6%,8,/,-4%,-1%,-1%
COc1ccc(-n2nc3c(c2NC(=O)c2ccc4c(c2)OCO4)CS(=O)(=O)C3)cc1,0%,-4%,0%,-1%,0%[9.26 µM],-3%,20,/,4%,20%,-7%
CN1C(=O)N(C)C2(c3ccccc3)Nn3c(s/c(=C/c4ccco4)c3=O)=NC12c1ccccc1 (configuration not stated),-6%,0%,-4%,-28%,-9%,9%,-6,-2%,-9%,-24%,-1%
COc1ccc2cc(C(=O)N3CCN(c4ccccc4F)CC3)[nH]c2c1,13%,-5%,-2%,?,-1%,-1%,10,/,-24%,-3%,7%
COc1ccc(NC(=O)c2cc3c(s2)CCC(C)C3)cc1S(=O)(=O)N1CCOCC1 (configuration not stated),?,-9%,1%,15%,-15%,-18%,-11,4%,-1%,-68%,?
CCCOC(=O)Nc1ccc(S(=O)(=O)Nc2ncccn2)cc1,?,-2%,2%,/,3%,-2%,-6,1%,0%,1%,-1%
O=C(NCCc1cnccn1)C1CCC(=O)N(Cc2ccc(Cl)cc2)C1 (configuration not stated),-5%,-3%,9%,/,3%,-4%,-5,4%,4%,6%,-1%
CC(C)(C)NC(=S)N1CCC(C(=O)c2ccc(F)cc2)CC1,-28%,-1%,/,-3%,-5%,-4%,14,-3%,-5%,8%,-1%
O=c1c2nncn2c2cccnc2n1CCNc1ncc(C(F)(F)F)cc1Cl,1%,-7%,-6%,/,1%,-5%,-5,-3%,-5%,0%,-2%
CCSc1nnc(NC(=O)c2cccnc2)s1,-2%,?,19%,13%,?,29%,1,-1%,-2%,90%,?
CC(=O)NC(=S)Nc1ccc(NC(=O)c2cccs2)cc1,44%,?,?,6%,14%,?,-3,-5%,29%,107%,?
COc1ccc(-c2nc(SCC(=O)N3CCOCC3)n[nH]2)cc1,32%,0%,7%,-12%,-1%,-5%,-16,-2%,-1%[0.365 µM],11%,?
COc1ccc(S(=O)(=O)N2CCCC2CNC(=O)C(=O)NCc2ccccc2)cc1 (configuration not stated),/,-6%,-1%,/,-2%,1%,2,/,/,-2%,3%
Clc1ccccc1-c1nc2ccccc2c2nc3ccccc3n12,-41%,0%,-18%,-8%,2%,-2%,-5,0%,20µM*,-24%,0%
O=C(NC(C(=O)c1ccccc1)N1CCCCC1)c1ccccc1 (configuration not stated),13%,19%,25%,11%,?,19%,-9,-13%,18%,59%,1%
Cn1c(-c2ccc3c(c2)OCO3)cnc1NCc1ccccc1,-26%,17%,6%,-3%,6%,11%,4,10%,-3%,37%,?
Cc1ccc(NC(=O)CSc2ccc3nnc(CCNC(=O)c4ccccc4)n3n2)c(C)c1,4%,-1%,7%,-21%,1%,-1%,-9,0%,-3%,-12%,3%
CCN1CCN(c2ccc(NC(=O)c3cnccn3)cc2)CC1,-34%,?,?,1%,?,?,/,/,-1%,/,?
CC(=O)NCCC(=O)N1CCc2c([nH]c3ccccc23)C1c1cccc(Cl)c1 (configuration not stated),3%,-3%,-4%,10%,-3%,-11%,1,-2%,-16%,-20%,-8%
Cc1ccc(NC(=O)CCN2CCN(C/C=C/c3ccccc3)CC2)cc1,-16%,-3%,-4%,-2%,-2%,-3%,19,1%,1%,-15%,6%
CCCOc1ccc(C(=O)NCC(c2ccco2)N(C)C)cc1 (configuration not stated),18%,-4%,6%,0%,1%,-4%,8,-1%,-15%,-47%,?
CC(C)C(C)NC(=O)COc1ccc(-c2ccccc2)cc1 (configuration not stated),?,-1%,3%,-5%,12%,-1%,15,-1%,12%,0%,-4%
O=C(/C=C/c1c(Cl)cccc1Cl)N1CCN(c2ncccn2)CC1,5%,5%,-9%,/,1%,-3%,-1,-12%,-2%,13%,-13%
O=C1CCCCC1Sc1nnc(Cc2cccs2)n1CCc1ccccc1 (configuration not stated),-27%,-5%,4%,-16%,-5%,16%,7,1%,5%,0%,0%
c1ccc(C2CSc3ccccc3N2)cc1 (configuration not stated),-11%,?,?,35%[activator],?,22%,-16,/,-3%,99%,21µM*
Cc1cc(C)nc(NC2=NCC(=O)N2c2ccc(F)c(Cl)c2)n1,-21%,-4%,7%,-1%,-1%,-6%,4,-8%,9%,4%,1%
CCOC(=O)C1=CC[C@H]2c3c(c4ccccc4n3C)C(=O)C1N2C(=O)OC(C)(C)C,/,0%,-21%,/,4%,-4%,6,/,/,-18%,-3%
Fc1ccc2nc(Nc3nc4cc5c(cc4s3)OCO5)sc2c1,8.9µM*,2.5µM*,?,?,13µM*,2µM*,-5,4%,?,?,6µM*
Cc1cnc(-c2nnc(N(C)C(=O)C3CCOC3)s2)cn1 (configuration not stated),26%,10%,?,2%,?,17%,5,-10%,8%,7.9µM*,-10%
O=C(c1ccc(S(=O)(=O)N2CCCCCC2)cc1)N1CCCC(C(F)(F)F)C1 (configuration not stated),/,0%,-1%,/,-1%,1%,-3,/,/,3%,5%
O=S(=O)([O-])C/C(=C\c1ccc(Cl)cc1)c1cc[n+](CCO)cc1,-9%,0%,11%,12%,-1%,10%,-18,13%,-3%,-13%,-1%
CCc1ccccc1NC(=S)N(CCCN(C)C)Cc1cc2cc3c(cc2[nH]c1=O)OCO3,-7%,-4%,-3%,3%,0%,-5%,-24,-6%,-2%,22%,-7%
Cn1c(=S)[nH]c2c(c1=O)C(C)(C)Cc1ccccc1-2,-3%,-3%,6%,7%,-6%,4%,-14,2%,?,-17%,?
